NOD2 inhibition: inhibition of NOD2-driven NF-kB reporter – cell-based, luminescence, uHTS, HEK293 (AID 1566); HEK293 NOD2/NF-kB luciferase reporter, luminescence; higher % means a stronger effect; inhibition, % at 4 µM, or EC50 in µM where a hit was titrated; actives 0.63% (n = 290,000); note: many of its hits are not listed in these tables
KOR beta-arrestin-1: KOR antagonists, beta-arrestin recruitment, cell-based, luminescence, uHTS (AID 1778) | KOR beta-arrestin recruitment, luminescence, antagonist mode; higher % means a stronger effect | inhibition, % at 10 µM, or IC50 in µM where a hit was titrated | actives 0.091% (n = 290,000); note: strong numbers were not always called active
AID2073: inhibitors of Mint1-CaV2.2 protein interaction, biochemical, HTRF (AID 2073) | actives 0.19% (n = 290,000) | HTRF protein-protein interaction, Mint1-CaV2.2; higher % means a stronger effect | inhibition, % at 20 µM; hits with a dose series show IC50 in µM; in the data active = inhibition mostly above about 51%, no sharp cut-off; note: some results filed as inactive read as strong as hits
NOD1 inhibition: NOD1 signaling inhibitors, primary screen, cell-based, luminescence, uHTS (AID 1578); NOD1-driven NF-kB luciferase reporter cells, luminescence; higher % means a stronger effect; one-dose inhibition, % at 4 µM; EC50 in µM for titrated hits; actives 1% (n = 290,000); in the data active = inhibition mostly above about 36%, no sharp cut-off; inactive = mostly below about 34%;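 note: HEK-293T reporter cells stimulated with the NOD1 agonist gamma-tri-DAP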
West Nile antiviral: West Nile virus antiviral activity, cell-based, CPE readout (AID 1621); actives 0.02% (n = 290,000); one-dose CPE inhibition, % at 10 µM; IC50 in µM for titrated hits; West Nile virus-infected cells, CPE inhibition; higher % means a stronger effect; in the data active = a potency from the dose series; note: strong numbers were not always called active
NS5 inhibitors: Dengue-2 NS5 methyltransferase inhibitors, primary screen, biochemical, confirmation dose response (AID 588689) | Dengue-2 NS5 methyltransferase capping enzyme assay, biochemical; higher % means a stronger effect | inhibition, % at 25 µM, or IC50 in µM where a hit was titrated | actives 0.3% (n = 340,000); in the data active = a potency from the dose series
Yfh1-off respiration: enhancers of respiration in Yfh1-depleted yeast, dose response, Friedreich's ataxia, plus single-dose screen (AID 1465); S. cerevisiae Yfh1-off respiration, WST-1 reduction, 72 h; higher fold induction means a stronger effect; actives 0.074% (n = 220,000); one-dose fold induction at 50 µM; EC50 in µM for titrated hits;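 active = fold induction of absorbance versus untreated yeast above a set limit, then at least 30% activation at any dose in follow-up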;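 note: activators that raise dye reduction in frataxin-depleted yeast; strong numbers were not always called active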
HIV fusion peptide: cell-free HIV fusion peptide-binding blockers – biochemical, uHTS, fluorescence dequenching, primary screen (AID 1986). cell-free peptide binding, fluorescence dequenching, 30 min; higher % means a stronger effect. inhibition, % at 20 µM, or IC50 in µM where a hit was titrated. actives 0.3% (n = 290,000); in the data active = inhibition mostly above about 52%, no sharp cut-off; inactive = mostly below about 76%; note: some results filed as inactive read as strong as hits
KOR beta-arrestin-2: KOR agonists, beta-arrestin recruitment, primary screen, cell-based, luminescence, uHTS (AID 1777); KOR beta-arrestin recruitment, luminescence; higher % means a stronger effect; activation, % at 10 µM, or EC50 in µM where a hit was titrated; actives 0.02% (n = 280,000); in the data active = activation above about 50%, passing the limit was not always enough; note: a part of the inactive calls stands beside numbers as strong as those of hits
NS5 inhibitors pilot replicate: recorded beside NS5 inhibitors, whose call it bears; inhibition, %; measured here: pilot screen replicate inhibition
* marks the source's active call; other numbers are inactive results; i = inactive; . = not tested or not shown; [ ] = another dose, or the depositor's remark. Cut-off read from the data, not from the text of the source, unless noted: active = inhibition above about 50%; inactive = the rest.

SMILES | NOD2 inhibition | KOR beta-arrestin-1 | AID2073 | NOD1 inhibition | West Nile antiviral | NS5 inhibitors | Yfh1-off respiration | HIV fusion peptide | KOR beta-arrestin-2 | others
O=[N+]([O-])c1cc(C(F)(F)F)ccc1Oc1cccnc1[N+](=O)[O-] | 4.4% | -16.1% | -7.5% | -24.1% | -1.9% | -4.5% | i | 0.0% | 8.6%
O=C(COc1ccc(Br)cc1)N1CCC(c2ccccc2)C1 (configuration not stated) | -14.2% | -2.5% | -2.5% | -2.9% | -0.1% | 0.7% | i | -0.4% | 6.8%
Cc1ccc(C(=O)N2CCCC(c3nc4c(nnn4Cc4ccccc4)c(=O)[nH]3)C2)cc1 (configuration not stated) | 6.5% | -28.9% | -1.6% | -5.2% | 0.1% | -0.8% | i | -2.0% | -0.8%
Cc1nnc(SCc2ccc(CSc3nnc(C)c(=O)[nH]3)cc2)[nH]c1=O | 14.7% | -21.0% | 10.2% | -25.4% | 0.6% | -6.6% | i | 4.4% | 0.8%
COCCCn1c(=O)c2ccccc2n(CC(=O)NC2CCCC2)c1=O | 2.9% | -2.8% | 10.4% | -11.2% | -0.2% | -2.7% | . | 0.3% | 2.4%
CCC(C)(C(=O)NC1CCCC1)N(C(=O)Cc1cccs1)c1c(C)n(C)n(-c2ccccc2)c1=O (configuration not stated) | 8.4% | -1.7% | 33.4% | -22.3% | -0.5% | -3.7% | i | 0.5% | -4.8%
CCOc1cc(/C=C2\C(=N)N3N=C(C)SC3=NC2=O)ccc1OCCOc1cccc(OC)c1 | 7.2% | 8.0%[20 µM] | 27.2% | -6.2% | 0.0% | 23.5% | . | 14.5% | -5.4% | NS5 inhibitors pilot replicate=10.3
S=c1nc2ccccc2c2nc(-c3ccccc3)[nH]n12 | 9.6% | -1.3% | -11.7% | -22.0% | . | -4.7% | . | 4.3% | -7.4%
CC(/C=C\C=C\c1ccccc1)=N\NC(=O)c1cncc(Br)c1 | 14.2% | 14.0% | 9.2% | -9.5% | -0.9% | 6.3% | i | 0.2% | -5.2%
CC(=O)Nc1c2c(nn1-c1cccc(Cl)c1)CS(=O)(=O)C2 | -2.5% | -9.6% | 8.0% | -21.3% | -0.3% | -3.5% | . | -1.7% | -5.1%
Cc1ccc(S(=O)(=O)N(C)C)cc1NC(=O)C1Cc2ccccc2CN1C(=O)c1ccco1 (configuration not stated) | 7.8% | -26.4% | 18.8% | -15.8% | -0.6% | -14.2% | . | 2.2% | 0.1%
COc1ccc(/C=N/OCC(=O)Nc2ccc3c(c2)OCO3)c(OC)c1 | 17.6% | -2.0% | -0.9% | -7.9% | -0.7% | 3.0% | i | 1.7% | -14.0%
COc1ccc(N(CCC#N)C(=O)/C(C#N)=C/c2cccs2)cc1 | 9.6% | 15.3% | -2.8% | -23.9% | -0.3% | -0.7% | i | -0.7% | -4.8%
O=C(Nc1cccc(S(=O)(=O)C(F)F)c1)c1ccc(Cl)c(S(=O)(=O)N2CCOCC2)c1 | 23.8% | -11.2% | 5.9% | 4.5% | 0.3% | -10.2% | i | -0.3% | -0.4%
C[C@H](NC(=O)[C@H]1N2C(=O)c3ccccc3C2SC1(C)C)C(=O)N1CCN(C)CC1 (some centres not stated) | 20.6% | -2.2% | -0.8% | -12.6% | -0.1% | 9.7% | . | -0.5% | -6.3%
COc1cccc(N2CCN(CC(=O)NCc3ccccc3)CC2)c1 | 9.9% | -27.3%[20 µM] | -1.1% | 10.1% | -0.7% | -3.5% | . | 1.6% | 0.8%
COc1ccccc1NC(=O)CSc1nc(SC)ns1 | -18.6% | -39.4% | -4.2% | -52.2% | -0.1% | -13.0% | . | 0.7% | 3.9%
Cc1cc(N2C(=O)CC(N3CCN(C(c4ccccc4)c4ccccc4)CC3)C2=O)no1 (configuration not stated) | 6.2% | 20.4% | 3.4% | -8.2% | 0.0% | -1.7% | i | 0.9% | 2.0%
CCOc1ccc(CSC(=N)N)cc1 | 0.9% | -40.8% | 1.3% | 16.9% | -1.8% | -0.7% | i | -2.7% | 2.6%
COc1ccc(NC(=O)C23CCC(C)(C(=O)O2)C3(C)C)cc1 (configuration not stated) | 5.4% | 18.6% | -0.5% | -19.7% | -0.1% | 0.0% | i | 2.4% | -0.3%
Cc1ccc(/C=N/n2c(C)nnc2C)s1 | 13.8% | 7.0% | -0.3% | -19.9% | -0.3% | 3.1% | i | 2.4% | 2.0%
C/C(=N\NC(=O)c1cc2ccccc2cc1O)c1cccs1 | -133.3% | 1.2% | 33.9% | 5.7% | -0.2% | 13.6% | . | 8.1% | -3.3%
CCOc1cc(NC(=O)C2CC2)c(OCC)cc1NC(=O)c1cccc(F)c1 | 1.3% | 11.6% | 18.6% | -0.4% | -0.2% | -3.2% | . | -0.2% | -3.8%
Cc1ccc(S(=O)(=O)N(c2cccc(C(F)(F)F)c2)C2C=CS(=O)(=O)C2)cc1 (configuration not stated) | -21.0% | -1.3% | -0.4% | -9.2% | -0.3% | -3.5% | i | 1.1% | 3.2%
C/C(=N\OCC(=O)Nc1ccc(F)c(F)c1F)c1cc2ccccc2o1 | -42.4% | -40.4% | 24.8% | 21.6% | -0.3% | 1.3% | i | -2.4% | 1.5%

(next part)
SMILES | NOD2 inhibition | KOR beta-arrestin-1 | AID2073 | NOD1 inhibition | West Nile antiviral | NS5 inhibitors | Yfh1-off respiration | HIV fusion peptide | KOR beta-arrestin-2 | others
COc1cc(C(=O)OC(C)CN2CCN(C)CC2)cc(OC)c1OC (configuration not stated) | 10.1% | 11.4% | -5.5% | -5.7% | -0.1% | -2.3% | i | 2.2% | -0.3%
C/C(=N\NC(=O)CSc1nc(C)[nH]c1[N+](=O)[O-])c1ccc(F)cc1 | -1.0% | -21.1% | -9.0% | 4.0% | 0.4% | -3.9% | i | -0.2% | 0.4%
COC(=O)c1cccc(NC(=O)Cc2coc3cc(OC)ccc23)c1 | -17.6% | -35.4% | -3.3% | -9.4% | -0.6% | -2.1% | i | 0.2% | -0.9%
O=C(CCN1CCc2ccccc2C1)Nc1ccccc1F | 5.7% | -35.5% | -0.6% | -31.1% | 0.1% | -1.6% | i | -0.7% | 4.1%
CN(C)S(=O)(=O)c1cccc(-c2nnc(SCc3ccc4c(c3)OCCO4)o2)c1 | -3.4% | 44.7% | 1.6% | 46.6% | -0.5% | -5.5% | i | -1.2% | 1.8%
COc1ccc(NC(=O)Cn2cccc2)c(OC)c1 | 5.0% | -6.6% | 31.9% | 19.6% | 1.0% | -6.4% | i | 2.4% | -0.8%
CC(=O)c1cccc(NC(=O)C2=CC(c3ccc4c(c3)OCO4)=NS(=O)(=O)N2C)c1 | 11.4% | -41.3% | 6.0% | -13.8% | -0.2% | 0.0% | . | -1.1% | -0.5%
CCN(CC)S(=O)(=O)c1ccc(-c2cc(C(=O)OC)sc2C(F)(F)F)cc1 | 4.4% | 25.8% | 8.6% | -8.2% | -1.0% | . | i | -1.2% | 0.9%
CC1(COS(N)(=O)=O)CCCCC1 | 1.3% | -14.9%[20 µM] | 6.4% | -1.6% | -0.5% | -6.1% | . | -0.6% | -1.8%
CC1CCCN(Cc2ccc(OCc3ccccc3)cc2)C1 (configuration not stated) | -35.5% | -43.5%[20 µM] | -3.7% | -3.7% | -2.0% | -7.5% | . | 2.0% | 0.9%
CCSCCC(NC1=CC(=O)CC(C)(C)C1)C(=O)O (configuration not stated) | 16.3% | 18.1% | -1.7% | -2.2% | 0.0% | -1.4% | i | 1.6% | -2.1%
CCOC(=O)C1CCCN(C2=NC(=O)/C(=C/c3ccc(O)c(OC)c3)S2)C1 (configuration not stated) | 0.5% | 19.0% | 47.7% | -0.6% | 0.0% | -45.0% | . | 5.2% | -0.6%
CCNC(=O)CCSc1nnc(-c2ccncc2)o1 | 10.4% | 10.9% | 12.3% | -29.7% | -0.3% | -2.3% | i | -0.6% | -3.5%
CC(C)COc1ccc(-c2nn(-c3ccccc3)cc2CO)cc1 | 9.6% | 1.0% | 7.1% | 11.1% | -0.7% | -9.3% | . | -1.1% | -5.9%
CCc1[nH]c(C)c(C(C)=O)c1C | -9.2% | 15.4% | 11.0% | 3.0% | 0.5% | 3.9% | i | -0.6% | -7.1%
Cc1ccc(-c2nnc(N3CCN(C(=O)Cn4c(=O)n(C)c5ccccc54)CC3)c3ccccc23)cc1 | 19.2% | . | -9.5% | 13.6% | 0.9% | -6.4% | i | -1.9% | .
CCCCn1c(N)c(N(CCC(C)C)C(=O)c2sc3nc4n(c(=O)c3c2C)CCC4)c(=O)[nH]c1=O | 7.4% | 10.0% | 9.6% | -22.0% | 0.1% | 0.7% | . | 2.5% | -1.3%
NC(=O)C1CCN(c2cc(Cl)nc(N)n2)CC1 | -6.9% | 3.7% | 41.3% | -27.2% | 0.6% | 2.5% | i | -1.6% | -2.9%
Cc1cc(C)n(-c2ncnc3sc4c(c23)CC(C)CC4)n1 (configuration not stated) | -9.3% | -4.5% | 5.5% | 12.7% | -0.8% | -1.4% | i | -3.1% | 0.2%
CCN(CC)c1cc(-c2ccccc2)ncn1 | 5.7% | -11.9% | -0.9% | -15.3% | 1.9% | -5.7% | i | -0.5% | 6.3%
O=C1/C(=N/n2cnnc2)c2ccccc2N1Cc1ccccc1 | 10.2% | -144.3% | 12.2% | 2.1% | -0.1% | . | i | -3.1% | -1.4%
Cc1cc(C(=O)N/N=C2\CC(=O)c3ccccc32)c(C)n1-c1ccccc1 | -138.1% | -20.3%[20 µM] | 20.2% | -29.7% | 0.4% | 0.0% | i | 6.1% | -3.1%
CCC(CC)NCCOC(=O)c1ccc([N+](=O)[O-])cc1 | 6.2% | 9.6% | 19.7% | 4.2% | 0.1% | 1.3% | i | 1.3% | 4.4%
Cc1ccccc1-c1nnn(Cc2ccc(F)cc2Cl)n1 | 6.0% | -4.9% | -3.4% | -7.9% | -0.1% | -5.2% | . | 1.1% | -4.6%
C=C(C)Cn1c(N2CCC(Cc3ccccc3)CC2)nc2c1c(=O)[nH]c(=O)n2C | 12.4% | 16.1% | -3.6% | -25.5% | -0.3% | -0.8% | i | -2.5% | -2.3%

Bioassay records as filed in PubChem.

This is a subset; count on the stated rates, not on these rows.
